ATG4B inh: blocks human ATG4B protease cleavage of LC3 substrate. AID 504462. Q9Y4P1. inhibition, % at 8.33 µM. ATG4B cleavage of LC3-PLA2, NBD-HPC fluorescence, 1 h. actives 0.51% (n = 340,000); in the data active means inhibition above about 40%
Target sequence (Q9Y4P1 whole entry, looked up): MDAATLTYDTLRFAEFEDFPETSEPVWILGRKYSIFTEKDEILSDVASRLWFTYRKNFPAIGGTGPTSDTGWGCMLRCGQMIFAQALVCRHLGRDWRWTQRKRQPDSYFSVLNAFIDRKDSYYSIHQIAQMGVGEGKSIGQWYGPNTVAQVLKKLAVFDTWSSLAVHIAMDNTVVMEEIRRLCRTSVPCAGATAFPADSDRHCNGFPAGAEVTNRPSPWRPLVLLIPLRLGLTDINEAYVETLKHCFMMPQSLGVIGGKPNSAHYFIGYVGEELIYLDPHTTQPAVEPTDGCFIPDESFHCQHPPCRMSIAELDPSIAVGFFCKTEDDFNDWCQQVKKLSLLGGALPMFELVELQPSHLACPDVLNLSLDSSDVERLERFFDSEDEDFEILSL
mIAP inh: mouse IAP inhibition; purified mouse IAP, CDP-Star luminescence, 30 min; inhibition, % at 10 µM; actives 0.2% (n = 330,000); AID 2806;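 active means inhibition of at least 40% at 10 µM in the primary screen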;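 further: plate controls were DMSO with enzyme for no effect and no enzyme wells for full effect; values of inactives mirror those of a sister screen read the other way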
mIAP act: mouse IAP activation; muIAP, CDP-Star luminescence, 30 min; hits give high values; 1 = vehicle-only enzyme signal, 0 = enzyme-free wells; activation factor at 10 µM; actives 0.24% (n = 330,000);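 active means activation factor of at least 2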; further: the source names both 10 and 20 µM as test concentration; values of inactives mirror those of a sister screen read the other way
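Assay system: mouse IAP enzyme; reagent: chemiluminescent substrate CDP-Star; dosing: test compounds delivered from DMSO solution; schedule: 30 min at room temperature; measured by: luminescence from enzymatic CDP-Star hydrolysis; controls: DMSO-only wells and no-enzyme negative control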
tim10-1 inh: inhibits growth of tim10-1 mutant yeast; S. cerevisiae tim10-1 ts strain growth, BacTiter-Glo, 24 h; inhibition, % at 20 µM; actives 2.2% (n = 330,000); AID 463190;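 active means inhibition of at least 40%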;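 further: mutant grown at 25 °C; 0% = DMSO wells with yeast and 100% = wells holding no yeast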
hIAP block: human IAP inhibition. P09923. purified IAP, CDP-Star luminescence, 30 min. inhibition, % at 10 µM. actives 0.12% (n = 330,000). AID 2544;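 active means inhibition reaching a set limit with compound at 10 µM in the primary screen, cut at about 35% in these data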;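 further: plate controls were DMSO wells with enzyme for no effect and no-enzyme buffer wells for full effect; values of inactives mirror those of a sister screen read the other way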
Target sequence (P09923 whole entry, looked up): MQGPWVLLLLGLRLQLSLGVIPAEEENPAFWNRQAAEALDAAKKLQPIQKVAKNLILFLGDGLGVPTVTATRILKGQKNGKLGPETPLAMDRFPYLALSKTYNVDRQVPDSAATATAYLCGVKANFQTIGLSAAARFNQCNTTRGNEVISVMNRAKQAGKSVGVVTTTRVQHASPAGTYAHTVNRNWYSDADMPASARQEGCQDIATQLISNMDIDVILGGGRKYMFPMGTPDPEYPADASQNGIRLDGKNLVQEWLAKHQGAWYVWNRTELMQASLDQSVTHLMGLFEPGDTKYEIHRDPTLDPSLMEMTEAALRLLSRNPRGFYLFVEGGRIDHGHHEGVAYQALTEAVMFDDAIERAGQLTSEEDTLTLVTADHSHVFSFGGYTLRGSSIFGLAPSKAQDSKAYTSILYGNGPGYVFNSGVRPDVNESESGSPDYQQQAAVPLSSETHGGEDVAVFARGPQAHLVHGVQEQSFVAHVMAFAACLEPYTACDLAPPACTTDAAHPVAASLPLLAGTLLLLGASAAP
NLRP3 yeast inh: inhibitors of NALP3 inflammasome in yeast; Yeast reconstituted NLRP3/ASC/caspase-1, beta-gal luminescence, 24 h; inhibition, % at 10 µM; actives 0.39% (n = 330,000);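 active means inhibition of 50% or more; inactive means inhibition below 50%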;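 further: plate controls were induced DMSO wells for no effect and uninduced yeast grown without galactose for full effect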
Apaf1 inhib: human Apaf-1 inhibition; reconstituted apoptosome caspase-3 activity, DEVD-Rh110 fluorescence; inhibition, % at 20 µM; actives 0.71% (n = 330,000); active means inhibition of at least 40% at 20 µM;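 further: plate controls were DMSO wells for no effect and DEVD-CHO caspase inhibitor wells for full effect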
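Assay system – apoptosome proteins · Medium – Hepes buffer, pH 7.5 · Also added – cytochrome c with DEVD-Rh110 · Timing – 30 min compound preincubation, 50 min activation, room temperature · Detection – Rh110 fluorescence, excitation 480 nm, emission 540 nm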
TIM10 inh: TIM10 yeast growth inhibition; inhibition, % at 10 µM; S. cerevisiae TIM10 strain growth, BacTiter-Glo luminescence, 24 h; actives 1.4% (n = 330,000);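 active means inhibition of 40% or more at the single tested concentration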;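 further: wild-type TIM10 isogenic control strain grown at permissive 25 °C; 0% = DMSO yeast wells and 100% = minimal medium wells without yeast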
hIAP act: increases human intestinal alkaline phosphatase activity | purified human IAP, CDP-Star luminescence, 30 min; hits give high values; 1 = vehicle-only enzyme, 0 = enzyme-free background | activation factor at 10 µM | P09923 | actives 0.16% (n = 330,000);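 active means activation factor of the enzyme at least 2-fold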; further: the source names both 10 and 20 µM as test concentration; values of inactives mirror those of a sister screen read the other way
An asterisk follows results filed as active; . = not tested or not shown.

SMILES	ATG4B inh	mIAP inh	mIAP act	tim10-1 inh	hIAP block	NLRP3 yeast inh	Apaf1 inhib	TIM10 inh	hIAP act
CC1CCCN(S(=O)(=O)c2ccc(C(=O)NC(C)c3ccccc3)cc2)C1 (centres undefined)	-18	9	0.91	14	4	15	6	23	0.96
CCSc1ccc(/C(N)=N/OC(=O)c2cccs2)cn1	-6	7	0.93	35	-1	16	-5	63*	1
COc1ccc(/C=C2\SC(N3CCCCC3)=NC2=O)cc1OC	-13	3	0.97	19	6	25	-1	28	0.94
O/N=C/c1ccc2ccccc2c1	1	3	0.97	5	16	12	-4	1	0.84
COC(=O)CSc1nnc(CNc2nc(-c3ccccc3)cs2)n1C	-14	4	0.96	6	0	-16	6	9	1
Cc1cnc(C(=O)Nc2cc(S(=O)(=O)N3CCOCC3)ccc2N2CCN(C)CC2)cn1	-5	6	0.94	7	-12	12	-1	-9	1.1
O=C(CCc1c[nH]c2ccccc12)NC1CC1	6	2	0.98	10	2	13	-8	2	0.98
Oc1ccc(N=Nc2ccc3c(c2)OCCO3)c2ncccc12	2	21	0.79	33	18	25	5	2	0.82
Cc1nn(CC(=O)OCCOc2ccc(Br)cc2)c(C)c1[N+](=O)[O-]	3	-2	1	-13	-19	27	9	-2	1.2
N/C(=N\NC(=O)c1cccs1)c1cc2cc(Cl)ccc2oc1=O	5	25	0.75	-9	-8	-5	-4	34	1.1
Cc1ccc2cc(/C=C/C(=O)c3ccco3)c(Cl)nc2c1	3	2	0.97	54*	8	31	5	61*	0.92
CC(=O)c1sc(N)nc1C	-3	-1	1	-12	18	17	0	-4	0.82

In another format: results already given
Values in the order – ATG4B inh | mIAP inh | mIAP act | tim10-1 inh | hIAP block | NLRP3 yeast inh | Apaf1 inhib | TIM10 inh | hIAP act
Cc1cnc(C(=O)Nc2cc(S(=O)(=O)N3CCOCC3)ccc2N2CCN(C)CC2)cn1
 : -5 | 6 | 0.94 | 7 | -12 | 12 | -1 | -9 | 1.1
O=C(CCc1c[nH]c2ccccc12)NC1CC1
 : 6 | 2 | 0.98 | 10 | 2 | 13 | -8 | 2 | 0.98
Oc1ccc(N=Nc2ccc3c(c2)OCCO3)c2ncccc12
 : 2 | 21 | 0.79 | 33 | 18 | 25 | 5 | 2 | 0.82

The listing continues:
SMILES	ATG4B inh	mIAP inh	mIAP act	tim10-1 inh	hIAP block	NLRP3 yeast inh	Apaf1 inhib	TIM10 inh	hIAP act
O=C(CCn1nnc2ccccc21)OCC(=O)c1ccc(F)cc1	-11	2	0.98	-4	6	10	8	12	0.94
CCCn1c(SCC(=O)Nc2ccccc2N2CCOCC2)nc2c1c(=O)n(C)c(=O)n2C	-10	8	0.92	15	-2	12	10	17	1
COc1cccc2cc(-c3nnc(SCC(=O)Nc4ccc(NC(C)=O)cc4)n3C)oc12	-4	0	1	0	3	-7	3	-12	0.97
CCCC(=O)Nc1c2c(nn1-c1ccc(OC)cc1)CS(=O)(=O)C2	-6	-5	1	9	0	-6	-5	-3	1
COC(=O)CSc1nc(N)nc(C)c1Cl	7	-2	1	-13	-4	8	1	-8	1
O=C(NNC(=O)c1ccccc1O)c1ccc(-c2ccc([N+](=O)[O-])cc2)o1	-7	38	0.62	4	-79	-1	10	-11	1.8
CCOc1ccccc1NC(=O)COC(=O)/C=C/c1cccs1	2	0	1	11	-24	17	23	12	1.2
COC(C[C@@H](O)C[C@@H](O)[C@@H](C)OCc1ccccc1)OC	1	-6	1.1	2	-6	7	-5	-3	1.1
CC(C)c1ccc(NC(=O)CCNC(=O)Cn2cnc3ccccc3c2=O)cc1	1	11	0.89	6	25	-6	11	-16	0.75
COc1ccc(C(=O)NNC(=O)CSc2nnc(COc3ccccc3)n2C)cc1	0	9	0.91	5	-30	17	-10	-12	1.3
S=C(Nc1cccnc1)NC1CC2CCC1C2 (centres undefined)	-1	-4	1	14	2	13	9	17	0.98
C=CCNC(=O)c1c(CSc2ccc(Cl)cc2)noc1C(=O)NCc1ccccc1	-10	7	0.93	24	-1	14	9	10	1

Entries listed above printed as active in tim10-1 inh:
canonical_smiles	ATG4B inh	mIAP inh	mIAP act	tim10-1 inh	hIAP block	NLRP3 yeast inh	hIAP act
Cc1ccc2cc(/C=C/C(=O)c3ccco3)c(Cl)nc2c1	3	2	0.97	54*	8	31	0.92

Other records.
SMILES	ATG4B inh	mIAP inh	mIAP act	tim10-1 inh	hIAP block	NLRP3 yeast inh	Apaf1 inhib	TIM10 inh	hIAP act
COC(=O)c1c(N2C(=O)[C@H]3[C@@H](C2=O)[C@]2(C(=O)Nc4c2ccc(C)c4C)N2CCC[C@@H]32)sc(C)c1C	1	4	0.96	34	7	4	15	9	0.93
CC(C)(C)OC(=O)C[C@@H]1C/C=C\C[C@@H](CC(=O)N(CCO)Cc2ccccc2)C(=O)NC[C@@H](c2ccccc2)OC1=O	7	-11	1.1	-4	17	-5	12	2	0.83
CCn1c(SCc2ccccc2)nnc1C1CCN(S(=O)(=O)c2ccc(OC)cc2)CC1	-18	-2	1	24	11	-17	17	26	0.89
COc1ccc(CCNC(=O)Cc2cc(OC)c(OC)cc2Br)cc1OC	5	-2	1	4	2	4	2	-2	0.98
COc1ccc(C(=O)/C=C/c2ccc(OC)c(CN3CCOCC3)c2)cc1	-6	2	0.98	32	0	38	-2	12	1
Cc1ccc(Nc2nnc(SCC(=O)Nc3cccc(S(=O)(=O)NC4=NCCCCC4)c3)s2)c(C)c1	-6	-10	1.1	2	18	6	6	8	0.82
Cc1ccc(Nc2nc3c(s2)CCC3)c(C)c1	0	8	0.92	39	-2	8	11	11	1
CCCc1ccc(S(=O)(=O)NCc2nnc(SC)n2C)cc1	1	4	0.96	0	28	11	6	2	0.72
CN(C(=O)CSc1nc(-c2ccc(F)cc2)cs1)C1CCS(=O)(=O)C1 (centres undefined)	-8	-10	1.1	21	8	3	2	-21	0.92
NC(=O)CC(NC(=O)c1cccc(Br)c1)c1ccc(NC2CCCCCCCCCCC2)c([N+](=O)[O-])c1 (centres undefined)	-5	11	0.89	-25	24	17	5	-2	0.76
CCOc1ccc(-c2nnn(CCC(=O)O)n2)cc1OC	1	4	0.96	16	-16	0	2	-24	1.2
Cc1ccc(-n2nc3c(=O)n(CC(=O)c4ccc(F)cc4)nc(C)c3c2C)cc1	6	3	0.97	13	-6	0	3	7	1.1
COc1cc(C(=O)Nc2cccnc2)cc(OC)c1OC	-1	5	0.95	-22	26	15	-1	2	0.74
COc1ccc(OC)c(S(=O)(=O)N2CCC3(CC2)CC(=O)c2ccccc2O3)c1	7	2	0.98	18	14	17	11	6	0.86
CC(C)N=C(NC#N)SCc1ccccc1	3	-5	1	-37	-15	2	-6	-5	1.1
COCCNS(=O)(=O)c1ccc2c(c1)oc(=O)c1cc(S(=O)(=O)NCCOC)ccc12	.	0	1	8	-11	10	3	4	1.1
O=C(CSCc1ccc(F)cc1)Nc1nc2c(s1)CCCC2	5	13	0.87	30	-18	23	22	11	1.2
O=C1Nc2ccccc2C(O)(C(=O)NC2CC2)N1c1ccc(Cl)c(Cl)c1 (centres undefined)	-11	6	0.94	4	-8	10	1	1	1.1
Cc1csc(SCc2ccccc2C(=O)O)n1	-9	-8	1.1	6	11	-4	0	-6	0.89
O=C(CCSc1ccccc1)Nc1ccc(S(=O)(=O)N2CCOCC2)cc1	-8	-19	1.2	24	4	15	-2	22	0.96
COc1ccccc1C(CNC(=O)c1ccc(NS(=O)(=O)c2ccc(F)c(C)c2)cc1)N1CCCC1 (centres undefined)	4	-2	1	-5	-5	10	9	-6	1.1
CC(NCc1cc(Br)ccc1OCC(N)=O)C12CC3CC(CC(C3)C1)C2 (centres undefined)	-3	-3	1	-9	-11	8	-4	-1	1.1
COc1ccc(-c2c(C#N)c(SCC(N)=O)nc3c2CCCC3)cc1	5	3	0.97	28	8	4	9	19	0.92
CCCNC(=O)Nc1cccc(C(=O)OC)c1	17	-12	1.1	7	-8	-8	-1	18	1.1

Part of the list above, with bars between the fields:
compound | ATG4B inh | mIAP inh | mIAP act | tim10-1 inh | hIAP block | NLRP3 yeast inh | Apaf1 inhib | TIM10 inh | hIAP act
COc1ccc(/C=C2\SC(N3CCCCC3)=NC2=O)cc1OC | -13 | 3 | 0.97 | 19 | 6 | 25 | -1 | 28 | 0.94
COc1ccc(CCNC(=O)Cc2cc(OC)c(OC)cc2Br)cc1OC | 5 | -2 | 1 | 4 | 2 | 4 | 2 | -2 | 0.98
CC(C)c1ccc(NC(=O)CCNC(=O)Cn2cnc3ccccc3c2=O)cc1 | 1 | 11 | 0.89 | 6 | 25 | -6 | 11 | -16 | 0.75
O=C(CCc1c[nH]c2ccccc12)NC1CC1 | 6 | 2 | 0.98 | 10 | 2 | 13 | -8 | 2 | 0.98
CCCn1c(SCC(=O)Nc2ccccc2N2CCOCC2)nc2c1c(=O)n(C)c(=O)n2C | -10 | 8 | 0.92 | 15 | -2 | 12 | 10 | 17 | 1
CCCc1ccc(S(=O)(=O)NCc2nnc(SC)n2C)cc1 | 1 | 4 | 0.96 | 0 | 28 | 11 | 6 | 2 | 0.72

(list continues)
SMILES	ATG4B inh	mIAP inh	mIAP act	tim10-1 inh	hIAP block	NLRP3 yeast inh	Apaf1 inhib	TIM10 inh	hIAP act
COc1cccc(CC(NC(C)=O)C(=O)NC2CCN(S(=O)(=O)c3ccc(F)cc3)CC2)c1OC (centres undefined)	5	3	0.97	1	14	10	-8	8	0.86
COc1ccc(C(=O)NN2C(=O)C3CCC(C)(C2=O)C3(C)C)cc1 (centres undefined)	6	1	0.99	12	-6	-2	-9	-1	1.1
COc1ccccc1CNC(=O)CCN1C(=O)c2ccccc2C1=O	1	11	0.89	3	-12	7	-4	13	1.1
Cc1ccc2[nH]c(=O)c(CN(CCO)Cc3nnnn3CCc3ccccc3)cc2c1	3	6	0.94	-7	-16	7	2	-9	1.2
Cc1cc(C)c2c(-n3cccc3)nn(C)c2n1	5	-3	1	9	7	5	8	8	0.93
CCC(C)NS(=O)(=O)c1ccc(S(=O)(=O)N2CCCC3(CCCCC3)C2)cc1 (centres undefined)	-5	13	0.87	14	22	10	2	8	0.78
COC(=O)C(NC(=O)CSc1nc(N)cc(=O)[nH]1)c1ccccc1 (centres undefined)	5	4	0.96	12	-5	0	11	-5	1
Cc1ccccc1C(=O)OCC(=O)NCC1COc2ccccc2O1 (centres undefined)	-5	-2	1	7	6	12	7	-4	0.94
N#Cc1ccc(-c2ccc(Cl)cc2)nc1Oc1ccc(F)cc1	-5	-1	1	16	-8	-4	4	-5	1.1
CN1CCN(C(=O)c2ccc(Cl)c(S(=O)(=O)N3CCCCCC3)c2)CC1	-6	3	0.97	6	4	3	4	4	0.96
COc1ccc(/C=N/N2C(=O)C3C4C=CC(C4)C3C2=O)cc1[N+](=O)[O-] (centres undefined)	2	0	1	10	-2	-12	-9	7	1
CCN1CCN(c2ccc(S(=O)(=O)N3CCCCC3)cc2NC(=O)COc2ccc(F)cc2Cl)CC1	-8	5	0.95	10	14	12	24	0	0.86
Cc1onc(-c2ccccc2Cl)c1C(=O)NC(C)c1ccccc1 (centres undefined)	-1	6	0.94	0	-10	4	0	11	1.1

Screening results from PubChem BioAssay.

No enrichment for hits; any-hit rate near 4.5%.
